# Screening data as filed in PubChem BioAssay.
# USP8 inh: inhibitors of human USP8 deubiquitinase | Ubiquitin carboxyl-terminal hydrolase 8 (Homo sapiens), P40818 | purified USP8, Ub-rhodamine cleavage fluorescence, 30 min | inhibition, % at 20 µM | 47,000 compounds, 4.2% hits | AID 1645853, 2021
# UCHL1 inh: inhibitors of human UCHL1 deubiquitinase; inhibition, % at 20 µM; purified UCHL1, Ub-rhodamine cleavage fluorescence; AID 1645859, 2021; 47,000 compounds, 0.2% hits
# Target sequence (P09936 whole entry, looked up): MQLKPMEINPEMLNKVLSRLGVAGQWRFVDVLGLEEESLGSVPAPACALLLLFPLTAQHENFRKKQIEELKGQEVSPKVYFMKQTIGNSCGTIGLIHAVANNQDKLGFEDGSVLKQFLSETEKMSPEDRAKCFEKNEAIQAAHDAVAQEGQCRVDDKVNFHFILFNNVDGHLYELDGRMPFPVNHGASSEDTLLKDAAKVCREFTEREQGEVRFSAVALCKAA
# USP7 inh: inhibitors of human USP7 deubiquitinase | Ubiquitin carboxyl-terminal hydrolase 7 (Homo sapiens), Q93009 | AID 1645854, 2021 | 47,000 compounds, 0.3% hits | inhibition, % at 20 µM | purified USP7, Ub-rhodamine cleavage fluorescence
# OTUD3 inh: inhibitors of human OTUD3 deubiquitinase; purified OTUD3, Ub-rhodamine fluorescence, 2 h; inhibition, % at 25 µM; 47,000 compounds, 0.7% hits; AID 1645858, 2021
# Target sequence (Q5T2D3 whole entry, looked up): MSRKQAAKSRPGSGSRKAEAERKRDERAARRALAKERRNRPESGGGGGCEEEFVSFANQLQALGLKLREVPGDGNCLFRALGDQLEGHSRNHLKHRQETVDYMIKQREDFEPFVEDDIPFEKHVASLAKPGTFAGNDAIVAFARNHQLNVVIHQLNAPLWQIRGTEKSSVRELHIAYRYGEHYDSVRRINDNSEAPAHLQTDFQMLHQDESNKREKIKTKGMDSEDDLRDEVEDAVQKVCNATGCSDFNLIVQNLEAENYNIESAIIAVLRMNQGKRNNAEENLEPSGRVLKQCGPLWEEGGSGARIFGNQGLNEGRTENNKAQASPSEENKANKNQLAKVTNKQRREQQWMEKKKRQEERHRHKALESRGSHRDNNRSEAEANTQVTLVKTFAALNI
# USP30 block: inhibitors of human USP30 deubiquitinase; purified USP30, Ub-rhodamine cleavage fluorescence; inhibition, % at 25 µM; 47,000 compounds, 5.3% hits; Ubiquitin carboxyl-terminal hydrolase 30 (Homo sapiens), Q70CQ3; AID 1645860, 2021
# USP10 block: inhibitors of human USP10 deubiquitinase | Ubiquitin carboxyl-terminal hydrolase 10 (Homo sapiens), Q14694 | purified USP10, Ub-rhodamine fluorescence, 60 min | inhibition, % at 20 µM | 47,000 compounds, 1.1% hits | AID 1645856, 2021
# USP17 inh: inhibitors of human USP17 deubiquitinase | inhibition, % at 50 µM | purified USP17, Ub-rhodamine cleavage fluorescence, 3 h | 47,000 compounds, 6.5% hits | AID 1645855, 2021
# USP28 block: inhibitors of human USP28 deubiquitinase. inhibition, % at 25 µM. purified USP28, Ub-rhodamine cleavage fluorescence, 30 min. 47,000 compounds, 3% hits. Ubiquitin carboxyl-terminal hydrolase 28 (Homo sapiens), Q96RU2. AID 1645857, 2021
# * = called active by the depositor; i = inactive; . = not tested or not shown. Cut-off read from the data, not from the text of the source: active = inhibition above about 30%; inactive = the rest.
USP8 inh	UCHL1 inh	USP7 inh	OTUD3 inh	USP30 block	USP10 block	USP17 inh	SMILES	USP28 block
-106	5	7	4	16	6	-5	O=C(Nc1ccc(S(=O)(=O)N2CCCC2)cc1)c1ccc(N2CCCC2=O)cc1	28
17	5	0	20	21	0	6	O=C(Nc1ccc(Cl)cc1)N1Cc2cccn2-c2ccccc21	26
16	1	2	9	7	0	9	Cc1ccc(F)cc1NC(=O)CN1C(=O)C2CCCN2C(=O)c2ccc(F)cc21 (stereo not drawn)	2
13	-1	4	2	8	0	12	Cn1c(=O)c2c(nc(CN3CCOCC3)n2Cc2c(F)cccc2Cl)n(C)c1=O	-5
36*	11	15	2	-8	-4	11	CCOc1cc2c(cc1OCC)C(c1ccc(OC)cc1)N(c1ccc(OC)c(Cl)c1)C(=O)C2 (stereo not drawn)	0
1	-1	5	0	-4	6	2	Cc1ccc(S(=O)(=O)Nc2ccc(C)n(CC(=O)N3CCCCCC3)c2=O)cc1	-1
-22	-2	0	0	8	0	1	COc1ccc(CN2C[C@H]3CCN(Cc4cccnc4)CC[C@H]3S2(=O)=O)cc1	3
14	1	3	13	23	2	17	COc1ccccc1Nc1nc(-c2cnc(N3CCCC3)nc2C)cc(=O)[nH]1	16
-6	0	-8	-10	-16	1	1	O=C(c1ccc[nH]1)N1CC[C@@H]2Oc3ccccc3S(=O)(=O)N(CC3CC3)[C@H]2CC1	0
-16	-1	-2	-7	-11	0	-14	COc1ccccc1NC(=O)C1=C(C)Nc2nnnn2C1c1cccs1 (stereo not drawn)	-18
1	0	2	-3	-17	-4	-4	COc1ccc(-c2cc(C(=O)NCCCN3CCCC3=O)c3ccccc3n2)cc1OC	-5
5	2	-10	11	16	5	14	O=S1(=O)CC(Sc2ccccc2)c2ccccc21 (stereo not drawn)	10
-104	-15	-12	-151	i	-3	-69	Cc1ccccc1S(=O)(=O)N1CCC2(C1)Nc1cccnc1NC2=NCc1ccccc1 (stereo not drawn)	-196
0	-1	-7	0	11	0	-5	Cc1cccc(C(=O)NC(C)c2nnc(SCC(=O)Nc3ccc(F)cc3)n2C)c1 (stereo not drawn)	-1
22	4	5	5	-5	-3	7	Cc1cc(-c2nccn2C)nc(CC2CCN(C(=O)c3ccccn3)CC2)n1	-9
-17	-2	0	-4	-9	-1	-9	Cc1ccc(S(=O)(=O)NCC(c2ccc3c(c2)CCN3C)N2CCCC2)cc1 (stereo not drawn)	-3
-2	0	0	6	.	0	14	COc1ccc(NCC(=O)Nc2cc(S(=O)(=O)N3CCOCC3)ccc2N2CCOCC2)c(OC)c1	.
-3	-10	-13	-11	-86	-9	-23	O=C(Nc1ccc(Cl)cc1)C1Cn2ccnc2C2(CCN(c3ncccn3)CC2)O1 (stereo not drawn)	-20
8	1	0	2	7	1	0	Cc1cccc(-c2cncc(C3CCCN(C(=O)c4cnccn4)C3)n2)c1 (stereo not drawn)	0
7	2	3	5	25	-1	4	COc1cccc2cc(C(=O)NC3CCSC3=O)oc12 (stereo not drawn)	9
-29	1	7	8	13	-2	5	Cc1nc(Nc2ccc(NC(=O)C(C)(C)C)cc2)cc(N2CCOCC2)n1	5
-142	-1	-5	17	8	-3	-16	O=C(OCC(=O)N1CCCc2ccccc21)c1ccc([N+](=O)[O-])cc1	10
5	1	2	8	14	0	10	CCN(Cc1ccccc1)C(=O)Cn1cnc(S(=O)(=O)N2CCCCC2)c1	11
0	1	-18	10	20	0	6	Cc1[nH]c(C)c(S(=O)(=O)Nc2ccccc2)c1C(=O)N1CCCC1	13
-66	0	0	-7	-30	5	11	O=c1[nH]c(C2CCN(S(=O)(=O)c3ccc(S(=O)(=O)NC4CC4)cc3)CC2)nc2c1nnn2Cc1cccc(F)c1	11
-215	-14	-11	-23	-109	-5	-51	O=C1COC2(CCN(Cc3ccccn3)CC2)CN1c1cncnc1	-30
-12	-3	-31	-9	5	-4	-7	O=C(CCc1nnc2n(Cc3ccc(F)cc3)c(=O)c3ccccc3n12)N1CCN(C(=O)c2ccco2)CC1	-10
-8	-8	-15	-21	-57	-4	-19	CCOC(=O)c1noc2nc(C)n(CC(=O)Nc3cccc(C)n3)c(=O)c12	-30
34*	2	11	6	22	23	8	O=C(Cn1c(COc2ccccc2)nc2ccccc21)Nc1ccc(N2CCOCC2)cc1	8
-2	0	-2	0	7	-1	-1	O=C(c1ccnnc1)N1CCCCC1c1ncc(Cc2ccccc2)o1 (stereo not drawn)	0
3	0	0	-15	-24	1	-14	Cc1ccc(NS(=O)(=O)c2ccc3c(c2)NC(=O)CC(C)S3)cc1F (stereo not drawn)	-7
6	3	-65	3	11	0	1	CC(=O)c1cc(F)ccc1OCc1ccccc1	7
-5	2	9	14	3	27	57*	CCOc1ccc(NC(=O)Cn2cc(C(=O)c3ccc(Cl)cc3)c(=O)c3cc(OC)ccc32)cc1	7
0	3	-2	-8	7	6	-7	Cc1ccc2c(c1)C(c1ccccc1)N(C(=O)COc1ccc3ccccc3c1)CC(=O)N2 (stereo not drawn)	-1
2	-2	-2	-3	-20	-2	1	Cc1cc(NCCC(=O)Nc2ccccc2C)n2nc(-c3cccnc3)nc2n1	-6
6	-4	-111	-6	-14	-1	1	O=C1CCNc2ccccc2N1Cc1ccc(Cl)cc1	-4
-7	-3	-5	-9	-54	-5	-11	COc1cccc(CNC(=O)CCc2ccc3c(ccn3C)c2)c1	-16
2	-4	-3	-11	-31	-4	3	CC(=O)c1ccc2[nH]c(C)c(CN3CCCCC3)c(=O)c2c1	-13
38*	0	8	-6	25	18	21	O=C(Nc1noc(-c2ccccc2)n1)c1ccc(Br)cc1	7
-4	0	-3	-8	0	-3	28	Cc1c(C(=O)Nc2ccn(C)n2)oc2ccc(Cl)cc12	-5
4	-1	3	-5	-2	1	5	CN1C(=O)OC[C@@H]2CCN(C(=O)Nc3ccccc3)C[C@H]21	-8
1	0	-2	-1	-11	0	-2	CC(=O)Nc1ccc(NC(=O)COC(=O)Cc2c[nH]c3ccccc23)cc1	-3
-15	1	5	5	18	3	-1	CCc1ccc(S(=O)(=O)N(C(=O)Oc2ccccc2)c2ccc3oc(C)c(C(C)=O)c3c2)cc1	2
-8	1	6	15	45*	13	19	O=C(Nc1nnc(-c2cccs2)o1)C(c1ccccc1)c1ccccc1	14
29	-2	2	4	9	3	0	Cn1c(-c2ccc3c(c2)OCO3)cnc1NCc1ccccc1O	12
62*	2	3	-13	-188	7	-22	O=C(Nc1ccc2ccccc2c1)C(=O)C1C(=O)Nc2ccccc21 (stereo not drawn)	-17
-8	2	5	8	18	0	3	Cc1ccccc1S(=O)(=O)N1C[C@H]2C[C@H](C(=O)N(C)C)[C@@H](C1)O2	6
-18	-6	-8	-12	-47	-12	-47	COc1ccc(NC(=O)/C(=C/c2ccco2)n2nnnc2-c2ccccc2)c(OC)c1	-36
-17	-4	-4	-15	-67	-1	1	CCN1CCN(CCNC(=O)c2ccc(N3CCc4ccccc43)s2)CC1	12
-62	-13	-16	-70	-283	-2	-91	CN1CCCc2cc(C(CNC(=O)COc3ccc(Cl)cc3)N3CCCC3)ccc21 (stereo not drawn)	-80

# Full records as entered above. Values in the order: USP8 inh	UCHL1 inh	USP7 inh	OTUD3 inh	USP30 block	USP10 block	USP17 inh	USP28 block
# `CC(=O)Nc1ccc(NC(=O)COC(=O)Cc2c[nH]c3ccccc23)cc1` in the list: 1	0	-2	-1	-11	0	-2	-3
# `Cc1ccc2c(c1)C(c1ccccc1)N(C(=O)COc1ccc3ccccc3c1)CC(=O)N2` (stereo not drawn) in the list: 0	3	-2	-8	7	6	-7	-1
# `COc1cccc(CNC(=O)CCc2ccc3c(ccn3C)c2)c1` in the list: -7	-3	-5	-9	-54	-5	-11	-16
# `CN1C(=O)OC[C@@H]2CCN(C(=O)Nc3ccccc3)C[C@H]21` in the list: 4	-1	3	-5	-2	1	5	-8
# `O=C(Nc1nnc(-c2cccs2)o1)C(c1ccccc1)c1ccccc1` in the list: -8	1	6	15	45*	13	19	14

# Further entries
USP8 inh	UCHL1 inh	USP7 inh	OTUD3 inh	USP30 block	USP10 block	USP17 inh	SMILES	USP28 block
-10	-3	-2	-9	-3	-1	-5	CCCS(=O)(=O)N1CCN(C2CCN(Cc3ccccc3)CC2)CC1	-6
4	5	-2	5	26	7	5	Cc1cccc(CNc2nnc(-c3nnc(C)o3)c3ccccc23)c1	15
-4	1	3	4	-1	0	-7	Cc1cc(C(=O)N2C[C@@H]3C[C@@]4(C)[C@H](CCCC[C@@H]24)N3)nc(N2CCOCC2)n1	0
29	2	8	3	35*	6	22	O=C(Oc1ccc2cc(Br)ccc2c1)c1ccncc1	2
-8	-3	-4	-5	-13	0	28	COc1ccc(OC)c(-n2c(SC)nnc2-c2c[nH]c3ccccc23)c1	3
-277	-2	3	2	-19	0	-61	Cc1cccc(N2CCN(C(=O)c3coc(NC(=O)c4cnccn4)n3)CC2)c1	-10
12	-1	2	-7	-5	7	-1	COc1ccc(CCN(C(=O)c2cccs2)C(C(=O)NC2CCCC2)c2ccccc2)cc1OC (stereo not drawn)	-10
-15	-9	-4	-18	-97	-8	-23	COCCC(=O)Nc1ccc2c(c1)Sc1ncccc1C(=O)N2C	-28
-5	-1	-1	-3	-12	2	-14	O=C(c1ccc(OC2CCN(C(=O)C3CCC3)CC2)nc1)N1CCOCC1	-8
16	3	-11	11	24	0	19	O=C(CNc1ccccc1Oc1ccccc1)N1CCOCC1	19
11	1	6	11	17	1	7	Cc1ccccc1N1C(=O)CN(S(C)(=O)=O)CC1(C)C(=O)NC1CCCC1 (stereo not drawn)	2
-13	-5	-7	9	37*	-1	18	COc1ccc(CCNC(=O)Cn2c(=O)n(CCCC(=O)NC3CCCC3)c(=O)c3cc(Cl)ccc32)cc1OC	5
0	-3	-2	0	-6	2	-7	Cc1ccc(NC(=O)Cc2n[nH]c(Cc3ccccc3)n2)c(F)c1	-4
-2	-1	-18	5	7	1	-3	Cc1cccc(N2C(=O)c3cccnc3C2CC(=O)NCc2ccccc2)c1 (stereo not drawn)	-1
5	1	-3	6	15	-1	33*	CCCn1nnc2cc(-c3noc(CNC(=O)c4cccs4)n3)ccc21	16
-204	3	9	-4	-45	-2	2	COc1ccc(NC(=O)CN(C)c2nc(-c3cccnc3)nc3sc(C)c(C)c23)cc1	-16
-62	-3	0	-10	-18	12	-16	Cc1ccc(NCc2c(C(=O)O)n(C)c3ccccc23)c(Cl)c1	-16
5	4	5	5	33*	10	5	Cc1ccc(S(=O)(=O)N(CC(=O)NC(C)c2ccccc2)Cc2ccccc2F)cc1 (stereo not drawn)	8
-9	-8	-9	-16	-32	-10	-22	Cc1ccc(-c2cc(C(=O)N(C)Cc3cnn(C)c3)c3ccccc3n2)cc1C	-23
8	2	3	0	1	20	-2	O=C(Nc1ccc(F)cc1)c1cc(CN2CCOCC2)on1	-7
12	8	7	15	13	7	20	Cc1ccc(C)c(NC(=O)COC(=O)C(Cc2c[nH]c3ccccc23)NC(=O)c2ccccc2Cl)c1 (stereo not drawn)	15
18	0	-26	12	8	1	15	Cc1nc(Nc2ccccn2)cc(C2CCCN2C(=O)C2CCCC2)n1 (stereo not drawn)	6
0	6	-11	-13	-10	4	1	O=C(NCc1ccccn1)c1cc2cc(Oc3ccccc3)ccc2[nH]1	17
8	2	0	-2	-4	2	2	Cn1c(C(=O)Nc2cccc(Cl)c2)c(N2CCCC2=O)c2cc(F)ccc21	-9
-18	-5	2	1	1	2	-21	COc1cccc(CNC(=O)CSc2nc(-c3ccco3)nc3cc(=O)[nH]n23)c1	0
17	7	0	11	17	11	10	O=C(COc1ccc(Cl)cc1Cl)Nc1ccccc1N1CCCC1	12
-47	0	1	4	0	0	-2	O=C(C1CCC1)N1CCCn2cnc(Cn3ccnc3)c2C1	-3

# An excerpt from above, showing only USP7 inh:
Compound	USP7 inh
O=C(Nc1ccc(F)cc1)c1cc(CN2CCOCC2)on1	3
Cn1c(C(=O)Nc2cccc(Cl)c2)c(N2CCCC2=O)c2cc(F)ccc21	0

# Single entries from the entries so far:
# `COc1ccc(NC(=O)CN(C)c2nc(-c3cccnc3)nc3sc(C)c(C)c23)cc1` in OTUD3 inh is entered as -4
# `COCCC(=O)Nc1ccc2c(c1)Sc1ncccc1C(=O)N2C` in USP8 inh is entered as -15
# `COc1ccc(CCN(C(=O)c2cccs2)C(C(=O)NC2CCCC2)c2ccccc2)cc1OC` (stereo not drawn) in USP8 inh is entered as 12
# `Cc1nc(Nc2ccccn2)cc(C2CCCN2C(=O)C2CCCC2)n1` (stereo not drawn) in USP17 inh is entered as 15
# `COc1cccc(CNC(=O)CSc2nc(-c3ccco3)nc3cc(=O)[nH]n23)c1` in USP7 inh is entered as 2
